Bioassay records as filed in PubChem.
DRD3 agonist = D3 dopamine receptor (human) agonism; D3R DiscoveRx beta-arrestin cells, luminescence, 90 min; max activation, %; actives 0.58% (n = 410,000); in the data active means max activation above about 30%; further: 0% is about no effect; mostly tested at two doses, the higher about 12 µM
Target sequence (P35462 whole entry, looked up): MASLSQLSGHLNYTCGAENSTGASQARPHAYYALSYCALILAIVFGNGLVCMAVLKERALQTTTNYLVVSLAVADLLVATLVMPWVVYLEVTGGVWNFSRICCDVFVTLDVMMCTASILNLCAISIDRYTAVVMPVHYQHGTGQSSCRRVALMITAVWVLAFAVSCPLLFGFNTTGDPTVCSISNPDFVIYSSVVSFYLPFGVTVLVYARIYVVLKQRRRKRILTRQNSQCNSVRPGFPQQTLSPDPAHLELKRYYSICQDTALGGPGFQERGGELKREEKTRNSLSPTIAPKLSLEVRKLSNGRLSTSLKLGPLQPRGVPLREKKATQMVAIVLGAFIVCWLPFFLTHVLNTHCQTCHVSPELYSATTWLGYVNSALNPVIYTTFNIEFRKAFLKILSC
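Cells at 1500/well, incubated overnight, then treated with pinned compounds (dopamine as control) for 90 min at 37 degrees C. DiscoveRx reagent added for 30 - 60 minutes at room temperature; luminescence read.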
PTHR1 agonist = activates the human parathyroid hormone receptor PTHR1; HEK293 GP2 PTHR1 cells, GloSensor cAMP luminescence, 1 h; Potency, µM (titrated, usually from 115 µM), without a hit: at the highest dose activation, hits mostly activators; actives 0.075% (n = 410,000); active means well fitted activation curve with a large enough effect; inconclusive means small, poorly fitted or top-dose-only effect, or another doubt; inactive means no such curve, though single readings can be large or run the other way; further: potency means the concentration at half of the fitted maximal effect; nearly all actives have a fitted effect of over 55% in size; some results filed as inactive show a strong effect at the top dose; inactives centre near -15; many of its hits are not listed in these tables
Target sequence (Q03431 whole entry, looked up): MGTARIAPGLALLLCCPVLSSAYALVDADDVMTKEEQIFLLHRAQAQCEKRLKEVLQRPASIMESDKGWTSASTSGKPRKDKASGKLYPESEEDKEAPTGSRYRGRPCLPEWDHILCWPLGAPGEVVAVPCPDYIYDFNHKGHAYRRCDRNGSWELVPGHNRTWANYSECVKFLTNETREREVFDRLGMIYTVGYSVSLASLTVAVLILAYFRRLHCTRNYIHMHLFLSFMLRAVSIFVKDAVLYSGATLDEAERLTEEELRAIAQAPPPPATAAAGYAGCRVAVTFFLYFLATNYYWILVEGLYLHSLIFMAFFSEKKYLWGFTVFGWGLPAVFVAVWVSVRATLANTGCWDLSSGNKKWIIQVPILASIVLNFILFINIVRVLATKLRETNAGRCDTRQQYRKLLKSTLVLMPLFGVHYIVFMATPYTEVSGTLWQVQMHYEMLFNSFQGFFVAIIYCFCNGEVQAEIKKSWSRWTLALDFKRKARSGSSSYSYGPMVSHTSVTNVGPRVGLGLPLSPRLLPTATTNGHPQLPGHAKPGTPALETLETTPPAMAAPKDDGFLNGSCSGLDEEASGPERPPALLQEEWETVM
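HEK-293-derived GP2 cells expressing PTHR1 and a GloSensor cAMP reporter, 3,000/well, plated overnight, given luciferin plus IBMX (each 0.5 mM as added) for 1 h at 37 °C, then compound for 1 h at 37 °C. Luminescence was read after 15 min at room temperature.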
* = called active by the depositor; i = inactive; ? = inconclusive; [ ] = another dose, or the depositor's remark.

SMILES	DRD3 agonist	PTHR1 agonist
CCc1ccc(CN(C(=O)Nc2cccc(Cl)c2)c2ccccn2)cc1	-2.9	-9.1%
O=C(CSc1ncc(-c2ccccc2)[nH]1)Nc1cccc(Br)c1	-10.6	i
COc1ccc(-c2[nH]c(-c3ccc(O)cc3)nc2-c2ccccc2)cc1	-8.0	i
CCN1CCSc2ccc(C(=O)NCc3ccc(OC)cc3)cc21	-18.8	-13.6%
CCOC(=O)c1ccc(NC(=O)CSc2nc3ccccc3c(=O)n2CCC(=O)NC2CCCCC2)cc1	1.0	i
Cc1nc2ccccn2c(=O)c1NC(=O)c1cccc(F)c1	-5.2	-16.4%
CC(=O)c1cccc(NC(=O)c2cc3sc(Cl)cc3n2C)c1	-0.9	-22.9%
CC(=O)c1ccc(NC(=O)Cn2ncc3c4ccccc4n(Cc4ccccc4)c3c2=O)cc1	8.2	-8.3%
COc1cccc(CSc2nc3n(n2)C(c2cccc(F)c2)C(C(=O)Nc2ccccc2C)=C(C)N3)c1 (stereo unspecified)	-10.5	i
Cc1ccccc1CNCCSc1nnnn1C	-11.3	-40.0%[inhibitor]
COc1ccc(-c2nsc(NC(=O)COc3ccc(C)c(C)c3)n2)cc1	4.8	i
Cc1cccc(C(=O)Nc2cccc(OCc3cc(=O)n4c(C)csc4n3)c2)c1	-4.5	-10.6%
Cc1cc(NC(=O)NCc2ccc3c(c2)CCN3C(=O)c2ccccc2)ccc1Br	-22.5	i
Cc1cc(C)c(NC(=O)Cn2c(=O)n(Cc3ccc4c(c3)OCO4)c(=O)c3ccc(C(=O)NC4CCCCC4)cc32)c(C)c1	5.0	-18.2%
COc1ccc(Cl)cc1NC(=O)CCS(=O)(=O)c1cccc2nonc12	-16.3	-94.6%[inhibitor]
COc1ccc2c(c1)c1c(c(=O)n(-c3cc(Cl)ccc3C)c(=O)n1CC(=O)N1CCCC1)n2C	-0.9	i
CCc1ccc(Nc2nc(-c3cc4cccc(OC)c4oc3=O)c(CC)s2)cc1	50.2*	-3.9%
COc1ccccc1N1CCN(C(c2ccccc2)c2nnc(-c3ccccc3Cl)o2)CC1 (stereo unspecified)	-15.8	i
Cc1ccc(S(=O)(=O)c2cn(CC(=O)Nc3ccc4c(c3)OCO4)c3ccccc3c2=O)cc1C	-0.8	?
COc1ccc(-c2cn3c(n2)sc2cc(C(=O)NCCCN4CCN(C)CC4)ccc23)cc1	-8.4	?
O=c1[nH]c2ccc(NCc3ccccc3F)cc2[nH]1	3.1	i
COc1ccccc1-c1nc(SCC(=O)c2ccccc2)n[nH]1	-5.7	i
COc1ccc(NC(=O)C(Cc2ccccc2)NS(=O)(=O)c2ccc(Br)s2)cc1OC (stereo unspecified)	-7.4	i
Cc1ccc(NC(=O)CSc2cn(CC(=O)N3CCCC3)c3ccccc23)cc1Cl	-14.7	i
COc1cc(NC(=O)Cn2ccn(-c3cc(C)cc(C)c3)c(=O)c2=O)cc(OC)c1	2.1	i
CCc1cccc(C)c1NC(=O)CN1C(=O)c2ccccc2Sc2ncccc21	-5.8	i
CCOC(=O)c1nnc2c(-c3ccc(Cl)cc3)c(C)nn2c1C	7.1	i
CCn1c(CN2CCC(C)CC2)nc2cc(NC(=O)COc3ccc(Cl)c(C)c3)ccc21	-2.1	-9.6%
CCOC(=O)c1cccc(NC(=O)c2cnc3sc(N4CCOCC4)nn3c2=O)c1	-14.1	-16.6%
COc1cccc(CNC(=O)c2cc3c(=O)oc4ccc(C)cc4c3s2)c1	2.7	-16.0%
Cc1ccc(C)c(Nc2nn3c(=O)c4ccc(C(=O)NCCc5ccccc5)cc4nc3s2)c1	0.8	-7.9%
Cc1cc2n(n1)CCC(=O)N2Cc1ccc(C(=O)Nc2ccc(F)cc2F)cc1	-18.7	-45.1%[inhibitor]
COc1cc(C2N=C(N)Nc3nc4ccccc4n32)ccc1OCCC(C)C (stereo unspecified)	-9.7	i
CCc1ccccc1N(C)S(=O)(=O)c1ccc2c(c1)C(C)(C)C(=O)N2C	-8.3	i
Cc1ccc(OCc2cc(=O)n3ccsc3n2)c(NC(=O)c2ccco2)c1	8.5	-0.7%
COc1cccc(CNC(=O)c2cc3c(=O)n(Cc4cccnc4)ccc3nc2C)c1	-16.6	-11.9%
Cc1ccc(N2CCN(c3ncnc4onc(-c5ccc(F)cc5)c34)CC2)c(C)c1	4.8	i
COc1ccc(OC)c(NC(=O)C(NS(=O)(=O)c2ccc3c(c2)CCCC(=O)N3)C(C)C)c1 (stereo unspecified)	2.0	i
Cc1nc(N2CCOCC2)c2c(C(=O)N3CCN(c4ccccc4)CC3)c(C)oc2n1	2.5	i
O=C1c2[nH]nc(-c3ccccc3O)c2C(c2ccc(F)cc2)N1CCO (stereo unspecified)	5.4	-34.1%[inhibitor]
O=C(NCc1cccs1)c1ccc(Cn2c(SCc3cccc(F)c3)nc3cccnc32)cc1	-16.0	-54.3%[inhibitor]
Cc1cccc(OCC(=O)Nc2ccc3c(c2)nc(CCNC(=O)c2ccco2)n3C)c1	-8.5	-30.6%[inhibitor]
CCOc1ccccc1NC(=O)COc1ccc(S(=O)(=O)NC2CCCCC2)cc1	7.8	-32.7%[inhibitor]
CN(C)S(=O)(=O)N(CC(=O)Nc1ccc(Br)cc1F)c1ccccc1	-3.2	-12.2%
Cc1c(C(=O)N(C)C)sc2c1c(=O)n(-c1ccc(Cl)c(Cl)c1)c(=O)n2CC(=O)N1CCCCC1C (stereo unspecified)	1.1	-23.6%
COc1ccc(C(=O)NCC(c2cccnc2)N2CCc3ccccc3C2)cc1 (stereo unspecified)	-6.2	i
COc1ccc(Cn2c(SCc3ccc(C(=O)NC4CCCCC4)cc3)nc3ccncc32)cc1	-2.5	-79.2%[inhibitor]
Cc1ccc(NC(=O)CSc2nc3c(oc4ccccc43)c(=O)n2-c2ccc(F)cc2)c(C)c1	0.9	i
CCOc1ccc(CNC(=O)c2ccc3c(c2)nc2n3CCC(C)C2)cc1OC (stereo unspecified)	-4.3	-23.2%
Cc1ccc(-c2nnc(Nc3ccc(C(=O)N(C)C)cc3)c3ccccc23)cc1S(=O)(=O)N(C)C	-4.8	-32.5%[inhibitor]
COc1cccc(N2CCN(c3ncnc4c3c(-c3ccccc3)cn4-c3cccc(C(F)(F)F)c3)CC2)c1	-9.8	-7.3%
COc1cccc(-n2cc(C(=O)Oc3ccc(F)cc3)c3ccccc3c2=O)c1	0.2	i
Cc1ccc(CSc2nc(=O)c3c(n2C)NC(=O)CC3c2ccc(OC(C)C)cc2)cc1 (stereo unspecified)	-9.7	-16.7%
O=C(CC(c1cccs1)N1Cc2ccccc2C1=O)Nc1ccc(F)cc1 (stereo unspecified)	-14.4	-12.8%
CC1(c2ccc(Cl)cc2)CC(C)(C)N(C(=O)c2cccc(F)c2)c2ccccc21 (stereo unspecified)	-6.9	-22.3%
O=C(NCCc1csc(-c2ccc(C(F)(F)F)cc2)n1)C(=O)Nc1ccc(F)c(Cl)c1	11.0	i
CCOc1ccc(C2N3CC4(C(C)C)CN2CC(C(C)C)(C3)C4=O)cc1OC (stereo unspecified)	3.4	i
COc1cccc(CNC(=O)CCc2c(C)c3cc4c(C)coc4c(C)c3oc2=O)c1	-16.8	i
COc1ccc(-n2nc(-c3ccc(C)cc3)c3cnc4cc(F)c(F)cc4c32)cc1	1.1	-61.0%[inhibitor]
CCc1ccc(NC(=O)Cn2ccn(Cc3ccccc3OC)c(=O)c2=O)cc1	-2.3	i

Some values from the results shown.
O=C(CSc1ncc(-c2ccccc2)[nH]1)Nc1cccc(Br)c1 in DRD3 agonist: -10.6
Cc1ccc(NC(=O)CSc2cn(CC(=O)N3CCCC3)c3ccccc23)cc1Cl in DRD3 agonist: -14.7

Next entries follow:
SMILES	DRD3 agonist	PTHR1 agonist
Cc1cc2oc(=O)c(CC(=O)NCCc3ccccc3)c(C)c2c2occ(C(C)(C)C)c12	4.8	i
CCCn1c(=O)c2sccc2n2c(CCCC(=O)NC3CCC(C)CC3)nnc12 (stereo unspecified)	11.7	-13.9%
COC(=O)c1ccc(C2C(C(=O)Nc3ccccc3)=C(C)Nc3nc4ccccc4n32)cc1 (stereo unspecified)	4.1	i
Cc1ccc(-n2ncc(C(=O)N3CCN(Cc4ccccc4)CC3)c2C2CCN(C(=O)OC(C)(C)C)CC2)cc1	-10.3	3.2%
Cc1ccc(-c2nnc(Nc3ccccc3)c3ccccc23)cc1S(=O)(=O)N1CCN(C)CC1	-9.2	i
CCOCCCNC(=O)c1cc2c(=O)n(C)c3ccccc3c2n1C	4.5	-8.6%
CCOc1cccc(C(=O)Nc2ccc(-c3nc4cc(C)cc(C)c4o3)cc2)c1	0.7	-5.6%
Brc1ccc(-c2cn3cc(Cc4ccccc4)sc3n2)cc1	7.4	-20.8%
O=C(Cn1nc(C(F)(F)F)c2c1CCC2)Nc1ccc(Cl)cc1	-16.1	-17.1%
CCOc1cc2sc(N3CCC(C(=O)Nc4ccc(C(C)C)cc4)CC3)nc2cc1Br	-3.7	-12.7%
Cc1ccc(NC(=O)c2ccc3c(O)c(S(=O)(=O)c4ccccc4)c(=O)[nH]c3c2)cc1Cl	-8.5	i
CCCn1c2ccccc2c2cnn(CC(=O)N(Cc3ccccc3)C(C)C)c(=O)c21	-10.9	i
COc1ccc(OCC(=O)N2CCN(C(=O)c3cccc(OC)c3)CC2)cc1	3.8	-11.6%
CCc1ccccc1NC(=O)Cn1cc(C(=O)c2ccncc2)c(=O)c2cc(C)ccc21	-20.8	i
CCOC(=O)c1cc(C)n(CC2CCC(C(=O)Nc3ccc(C(=O)OC)cc3)CC2)c1C (stereo unspecified)	4.3	-28.0%
COc1cc(CNC(=O)c2cnc3c(-c4cccc(C)c4)c(C)nn3c2C)cc(OC)c1OC	1.4	-10.7%
Cc1c(Cl)cccc1-n1ncc(C(=O)Nc2ccc(Br)cc2F)c1C1CCNCC1	-15.1	i
COCCCNC(=O)c1ccc2c(c1)NC(=O)C(C(C)C)N2 (stereo unspecified)	6.6	i
COc1ccc(CCN2C(=O)CN(C3CCCCCC3)C(=O)C2c2ccc(Cl)cc2)cc1OC (stereo unspecified)	-6.5	i
CC(C)c1cnc2c(c1SCC(=O)NCc1ccccc1Cl)c(=O)n(C)c(=O)n2C	2.0	25.6%

The closing 2 entries of the part before are carried over, then new ones follow:
SMILES	DRD3 agonist	PTHR1 agonist
COc1ccc(CCN2C(=O)CN(C3CCCCCC3)C(=O)C2c2ccc(Cl)cc2)cc1OC (stereo unspecified)	-6.5	i
CC(C)c1cnc2c(c1SCC(=O)NCc1ccccc1Cl)c(=O)n(C)c(=O)n2C	2.0	25.6%
Cc1cc(C)cc(NC(=O)CCN2C(=O)c3ccccc3Sc3ncccc32)c1	3.3	?
Cc1ccc(-n2c(=O)c3c(c4cc(C)ccc4n3C)n(Cc3ccc(F)cc3)c2=O)cc1	-15.8	i
Cc1ccc(Cl)cc1N1CCN(C(=O)c2cn(C)c3ccc(S(=O)(=O)N4CCCC4)cc3c2=O)CC1	-27.2	i
COc1ccc(CCNC(=O)c2ccc3c(c2)CCN3S(C)(=O)=O)cc1OC	-15.3	-16.7%
Cc1nnc(N2C(=O)c3oc4ccccc4c(=O)c3C2c2ccc(C(C)(C)C)cc2)s1 (stereo unspecified)	-0.4	i
COc1ccc(CNC(=O)C(=O)NCC(c2cccnc2)N2CCN(c3ccccc3F)CC2)cc1 (stereo unspecified)	5.9	i
COc1ccc2c(CNCCc3cccs3)c(C(=O)O)n(Cc3cccc(F)c3)c2c1	-5.9	i
COc1ccc(C)cc1NC(=O)c1cc(S(=O)(=O)N2CCCCC2)c[nH]1	-24.6	-8.6%
O=C(Cc1ccccc1)N(Cc1cccnc1)c1nc2c(F)cc(F)cc2s1	0.9	-15.7%
COc1cccc(-n2c(SCC(=O)c3ccc(Cl)cc3)nc3c([nH]c4ccccc43)c2=O)c1	-1.6	-4.0%
Cc1ccc(C)c2sc(N3CCN(C(=O)c4ccco4)CC3)nc12	-7.8	i
Cc1ccc(NC(=O)Nc2sc3nc4n(c(=O)c3c2C)CCC(C)CC4)c(Cl)c1 (stereo unspecified)	-3.5	-11.4%
CCOc1ccc(CCNC(=O)CCCc2nnc3n(CC)c(=O)c4sccc4n23)cc1OCC	-8.7	-20.2%
Cc1ccc(NS(=O)(=O)c2ccc(NC(=O)N3CCCC3)cc2)cc1C	2.9	-32.7%[inhibitor]
CCCNC(=O)C(CC)n1nc(CC)n2c(cc3oc(C)cc32)c1=O (stereo unspecified)	4.2	-33.0%[inhibitor]
COc1ccc(NC(=O)c2ccc3c(SCC(=O)O)c4c(nc3c2)CCC4)c(OC)c1	-0.9	-20.9%
O=C(CCS(=O)(=O)c1nc(-c2ccc3c(c2)OCO3)cc(C(F)(F)F)n1)Nc1ccc(Br)cc1	-14.0	-48.8%[inhibitor]
CCc1ccc(-c2cc(C)no2)cc1S(=O)(=O)Nc1ccc(Cl)cc1	1.6	-41.3%[inhibitor]
Cc1ccc(Cl)cc1Nc1nn2c(=O)c3ccc(C(=O)NC4CCCCC4)cc3nc2s1	-3.1	i

Compound profiles (already shown). Order of values: DRD3 agonist	PTHR1 agonist
Cc1ccc(Cl)cc1N1CCN(C(=O)c2cn(C)c3ccc(S(=O)(=O)N4CCCC4)cc3c2=O)CC1 is listed as -27.2	i
COc1ccc(CNC(=O)C(=O)NCC(c2cccnc2)N2CCN(c3ccccc3F)CC2)cc1 (stereo unspecified) is listed as 5.9	i
CCc1ccc(-c2cc(C)no2)cc1S(=O)(=O)Nc1ccc(Cl)cc1 is listed as 1.6	-41.3%[inhibitor]
COc1ccc(C)cc1NC(=O)c1cc(S(=O)(=O)N2CCCCC2)c[nH]1 is listed as -24.6	-8.6%

An excerpt; rates above refer to the full screens.
